Y pestis TopoI: Y. pestis Topo-I inhibition via cleavage products; Y. pestis Topo-I cleavage product accumulation, plate reader; hit rate 0.064% among 360,000; activity, % at 10 µM; in the data active means activity above about 50%, passing the limit was not always enough; inconclusive means no clear call, values can overlap the other calls; further: inactives centre near 2
Vc quorum ag: quorum light induction in luxS cqsA deficient V. cholerae. V. cholerae BH1578 lux reporter, luminescence, 6 h. hit rate 0.16% among 350,000. activation, % at 18.7 µM; in the data active means activation mostly above about 9.7%, no sharp cut-off; inconclusive means no clear call, values can overlap the other calls; inactive means mostly below about 3.7%; further: not every result past the cut was called active; inactives centre near 0; reference of the scale not given here
Anthrax LF inh2: blocks Bacillus anthracis lethal factor protease. P15917. multiplex microsphere protease cleavage assay, LF. inhibition, % at 10 µM. hit rate 0.12% among 360,000. AID 588501; further: plate controls were buffer without enzyme for full effect and enzyme alone for no effect
Target sequence (P15917 whole entry, looked up): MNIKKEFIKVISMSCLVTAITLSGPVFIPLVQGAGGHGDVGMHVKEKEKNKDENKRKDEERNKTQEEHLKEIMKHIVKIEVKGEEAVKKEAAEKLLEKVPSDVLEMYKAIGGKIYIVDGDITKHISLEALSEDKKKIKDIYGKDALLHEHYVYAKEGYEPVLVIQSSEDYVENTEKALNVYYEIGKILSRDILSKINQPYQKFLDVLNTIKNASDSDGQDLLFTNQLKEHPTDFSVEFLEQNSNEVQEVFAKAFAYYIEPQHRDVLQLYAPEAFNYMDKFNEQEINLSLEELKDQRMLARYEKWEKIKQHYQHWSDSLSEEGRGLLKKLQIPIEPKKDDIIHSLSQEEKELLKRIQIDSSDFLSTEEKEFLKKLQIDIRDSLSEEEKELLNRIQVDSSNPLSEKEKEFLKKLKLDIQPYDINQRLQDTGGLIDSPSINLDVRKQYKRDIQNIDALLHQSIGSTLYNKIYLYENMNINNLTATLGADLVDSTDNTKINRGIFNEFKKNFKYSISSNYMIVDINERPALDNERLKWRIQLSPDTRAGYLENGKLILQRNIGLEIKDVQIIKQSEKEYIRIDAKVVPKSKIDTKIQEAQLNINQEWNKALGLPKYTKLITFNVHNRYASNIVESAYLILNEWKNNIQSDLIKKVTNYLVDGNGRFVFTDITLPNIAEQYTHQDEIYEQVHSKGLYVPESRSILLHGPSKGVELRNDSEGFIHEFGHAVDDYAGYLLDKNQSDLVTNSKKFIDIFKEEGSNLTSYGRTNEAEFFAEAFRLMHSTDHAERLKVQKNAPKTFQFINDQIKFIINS
BoNT-A LC inh2: blocks Botulinum neurotoxin A light chain protease. multiplex microsphere protease substrate cleavage, flow cytometry. inhibition, % at 10 µM. hit rate 0.17% among 360,000. AID 588499; further: plate controls were buffer without enzyme for full effect and enzyme alone for no effect
SARS 3CLpro inh: SARS-CoV 3CLpro protease inhibition. P0C6X7. recombinant SARS-CoV 3CLpro, quenched FRET peptide cleavage. inhibition, % at 6 µM. hit rate 0.14% among 290,000. AID 1706; in the data active means inhibition above about 12%
PfHsp40 rescue: restores yeast growth despite PfHsp40 toxicity; S. cerevisiae expressing PfHsp40, growth rescue, ATP luminescence; growth rescue, % at 12.5 µM; hit rate 0.68% among 340,000; in the data active means growth rescue above about 28%, passing the limit was not always enough; inconclusive means no clear call, values can overlap the other calls;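 further: yeast W303a lacking pdr1 and pdr3 grown in galactose medium; growth measured after three days at 30 °C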
PriA SSB inh: inhibitors of Klebsiella pneumoniae PriA binding to SSB C-terminal tail. AID 1272365. AlphaScreen SSBct-PriA binding, biotinylated peptide. inhibition, % at 33 µM. hit rate 0.6% among 430,000; in the data active means inhibition mostly above about 37%, no sharp cut-off; inactive means mostly below about 20%;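 further: plate controls were negative control peptide for no effect and reference peptide for full effect; strong numbers were not always called active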
DUSP3 inh: inhibitors of human VHR1 phosphatase (DUSP3). recombinant VHR phosphatase, pNPP absorbance. inhibition, % at 13.3 µM. hit rate 0.52% among 290,000. AID 1654; in the data active means inhibition above about 50%; further: some compounds called inactive have numbers as strong as hits
Target sequence (P51452 whole entry, looked up): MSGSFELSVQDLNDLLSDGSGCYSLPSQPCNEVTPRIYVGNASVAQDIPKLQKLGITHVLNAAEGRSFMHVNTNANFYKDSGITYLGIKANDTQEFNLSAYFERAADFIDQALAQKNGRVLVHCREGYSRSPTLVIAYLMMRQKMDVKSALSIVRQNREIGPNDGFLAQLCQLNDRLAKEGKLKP
CCHF vOTU inh: blocks the CCHF virus ovarian tumor domain protease. inhibition, % at 11.5 µM. hit rate 0.55% among 370,000. AID 651958. CCHFV vOTU protease, Pep-AMC fluorescence; in the data active means inhibition above about 30%; further: 0% = vehicle wells with enzyme and 100% = no enzyme wells
TcdB inh: TcdB glycohydrolase inhibition. P18177. TcdB glycohydrolase enzymatic assay, plate reader. inhibition, % at 9.99 µM. hit rate 0.24% among 350,000. AID 652162; in the data active means inhibition above about 10%
* = called active by the depositor; i = inactive; ? = inconclusive; / = no result given; & = joins results of further samples. Unless noted, no stated cut-off is given here; in the data, active means inhibition above about 30%; inconclusive means no clear call, values can overlap the other calls; inactive means below that.

SMILES	Y pestis TopoI	Vc quorum ag	Anthrax LF inh2	BoNT-A LC inh2	SARS 3CLpro inh	PfHsp40 rescue	PriA SSB inh	DUSP3 inh	CCHF vOTU inh	TcdB inh
COCCCn1c(N)c(C(=O)Nc2ccccc2)c2nc3ccccc3nc21	28	-0.3	2	-4.0	-1	/	-42	8	-6	0.6
CC(CCc1ccccc1)NCC(O)c1ccc(O)c(C(N)=O)c1 (stereo not drawn)	-9	6.2	7	-0.8	-6	-0.1	-2	16	-14	2.5
CCCCSCCCNC(=S)Nc1ccccc1C	14	i	-4	-1.6	1	-0.8	8	27	21	-1.4
O=C(O)c1cccc(NC(=S)N/N=C/c2ccccn2)c1	2	-0.2	-1	-0.7	0	17	/	-4	-2	-0.7
CCc1ccc(CN(C)C(=O)c2ccc3c(=O)n4c(nc3c2)CCC4)cc1	17	0.0	-4	-2.9	3	0.3	3	12	-5	1.6
CCOC(=O)CN1C(=O)COc2ccc(C(C)(C)C)cc21	5	0.2	-2	-0.5	-7	0.3	-4	21	10	/
O=C1NC(=O)C(c2ccc(Cl)cc2Cl)N1 (stereo not drawn)	-1	-1.1	3	-0.1	/	1.1	-3	/	-7	1.9
CN(C)CCCNC(=S)N(CCCO)Cc1cc2cc3c(cc2[nH]c1=O)OCO3	4	i	-17	-0.2	1	0.4	-10	20	-5	1.1
CCCCNC(=O)Cn1c(=O)c2c(ncn2CC)n(Cc2ccccc2)c1=O	10	-0.9	4	-3.1	2	-0.1	-2	/	9	-0.2
Cc1cccc(C)c1NC(=O)c1cn(-c2ccccc2)nc1-c1ccccc1	6	-3.8	0	-0.3	3	-0.5	4	7	-4	0.3
CCc1ccc(NC(=O)[C@H](Cc2c[nH]c3ccccc23)NC(=O)[C@@H]2Cc3ccccc3CN2)cc1	-9	-0.6	-4	0.4	3	0.6	13	0	2	0.6
COc1ccc(-n2nnnc2SCC(=O)NCCc2ccccc2)cc1OC	-4	i	0	0.3	4	1.0	-7	-11	1	2.8
CCCCCOC(=O)c1ccc(OC(=O)c2cncc(Br)c2)cc1	5	i	1	0.8	4	-0.6	-3	11	5	/
Cc1ccsc1C(=O)OCC(=O)c1cc(C)n(C)c1C	9	i	-4	-0.4	/	-0.2	-6	/	-2	0.0
Cc1sc(NC(=O)CSC2=NCCS2)nc1-c1ccccc1	-3	-0.6	-2	-0.2	3	3.7	-7	16	10	/
COC(=O)c1c(NC(=O)Cc2cccs2)sc(C)c1C	35	-0.2	-5	-6.4	-2	2.4	-7	8	14	3.4
CS(=O)(=O)c1ccc(Cl)c(NC(=O)COC(=O)c2cccc(C#N)c2)c1	2	-0.3	2	-1.4	1	3.1	-9	6	-9	2.5
CC1=C(C(=O)OC2CCCCC2)C(c2cccc([N+](=O)[O-])c2)NC(=O)N1 (stereo not drawn)	1	-0.8	-1	2.4	2	/	-5	32	7	1.0
CCOC(=O)C1=C(C)c2ccccc2OC1(C(=O)OCC)c1ccccc1 (stereo not drawn)	32	0.0	-4	-0.8	/	-0.6	18	/	7	2.4
COC(C[C@H]1O[C@H]1[C@@H](O)[C@@H](C)OCc1ccccc1)OC	-10	i	-3	0.0	/	-2.6	-12	30	-4	-0.5
O=c1[nH]c2cc([N+](=O)[O-])c(NCCO)c([N+](=O)[O-])c2[nH]1	-4	-0.2	-3	0.2	0	0.3	4	13	5	1.8
C/C(=N\NC(=O)c1nn(C)c(C)c1Br)c1ccc(NC(=O)c2ccc(C)s2)cc1	-2	i	-1	-0.7	5	0.0	/	15	2	-0.7
O=[N+]([O-])c1nn(-c2ccc3c(c2)OCCO3)n(O)c1=Nc1ccccc1	-3	-0.1	2	-0.7	2	-0.2	21	5	17	0.8
O=C(NC1CCCCC1)N1CCN(c2ccccc2)CC1	-5	-0.6	-19	-0.3	2	-1.2	-2	35	2	/
O=C(NN=C1CCCC1)c1cccs1	1	-0.3	-2	-0.4	-1	-1.0	10	3	-15	/

The final two compounds of the part above come first, to join the parts.
SMILES	Y pestis TopoI	Vc quorum ag	Anthrax LF inh2	BoNT-A LC inh2	SARS 3CLpro inh	PfHsp40 rescue	PriA SSB inh	DUSP3 inh	CCHF vOTU inh	TcdB inh
O=C(NC1CCCCC1)N1CCN(c2ccccc2)CC1	-5	-0.6	-19	-0.3	2	-1.2	-2	35	2	/
O=C(NN=C1CCCC1)c1cccs1	1	-0.3	-2	-0.4	-1	-1.0	10	3	-15	/
CC(C)(C)n1nc2c(c1NC(=O)c1ccccc1S(=O)(=O)C(F)F)CS(=O)(=O)C2	3	i	-5	1.5	-4	-0.8	-7&-12	5	-2	-1.7
Cn1c(SCc2ccc(F)cc2)nnc1-c1ccncc1	4	i	1	-0.1	1	-2.5	-8	53*	-11	1.1
CC1=C(C(=O)O)N2C(=O)C(NC(=O)Cc3ccccc3)C2SC1 (stereo not drawn)	3	i	3	-0.8	1	-0.8	-8	1	-11	0.2
CCO[C@H]1OC(C(=O)N2CCCCCCC2)=C[C@@H](C2CCCCC2)[C@@H]1CCCO	14	2.2	-3	-1.2	1	1.7	-15	18	12	1.0
Cc1ccc(/C=N/NC(=O)c2nnn(-c3nonc3N)c2CN(C)C)o1	1	-0.2	1	1.4	1	0.3	/	36	1	-0.2
CCN(CC)CC(O)COCCC12CC3CC(CC(C3)C1)C2 (stereo not drawn)	1	i	-7	1.5	3	0.6	-13	43	-10	/
Cn1c(SCC(=O)NCCN2C(=O)CSC2=O)nnc1-c1ccccc1	0	-0.4	0	-0.8	1	-2.0	-7	-10	-6	0.2
COc1ccc(CC(=O)Nc2nc3ccc(F)cc3s2)cc1S(=O)(=O)N1CCOCC1	4	i	-6	-1.0	7	-1.2	-9	-22	-10	/
CSc1ncccc1C(=O)N1CCN(S(=O)(=O)c2ccc(F)cc2)CC1	6	i	-8	-2.2	-3	-1.1	-7	-2	4	-1.2
CSc1nc(O)c(Cc2ccccc2)c(=O)[nH]1	8	i	-2	-1.4	-3	-0.1	5	20	8	/
CC(c1ccccc1)n1c(N2CCN(C)CC2)nc2c1c(=O)[nH]c(=O)n2C (stereo not drawn)	-13	-0.9	16	-0.6	-2	-0.9	-13	-8	14	0.5
O=C(CCNC(=O)c1ccc(Br)cc1)NCCCc1ccccc1	16	0.9	4	-2.7	/	-0.3	-15	/	-2	0.6
CCCNC(=O)C1(C)CCN(Cc2ccc(-n3ccnc3)cc2)C1 (stereo not drawn)	2	0.1	-8	0.4	/	/	/	/	-3	1.0
Cc1nc(SCC(=O)c2cc3ccccc3oc2=O)c(C#N)c(-c2ccccc2)c1C(=O)Nc1ccccc1	3	-0.1	-2	1.2	6	0.8	-2	17	6	-0.2
Cc1ccc(C(=O)OC(C)C(=O)NC2CCCCC2C)s1 (stereo not drawn)	1	0.4	-7	-1.0	/	1.3	-7	/	11	1.2
Cc1ccc(S(=O)(=O)N2CCN(C(=O)c3sccc3-c3ccccc3)CC2)cc1	19	-1.0	1	-0.8	7	1.3	5	26	4	1.5
COc1ccc(N(CC(=O)Nc2cccnc2)S(=O)(=O)c2ccc(C)cc2)cc1Cl	1	i	6	0.6	-1	0.7	11	2	12	-0.5
O=C1c2ccccc2S(=O)(=O)N1Cc1ccccc1[N+](=O)[O-]	0	-0.6	-3	-6.5	2	-0.8	1	-4	-8	-1.0
CC1CCc2c(sc3ncnc(NCCN4CCOCC4)c23)C1 (stereo not drawn)	3	-0.1	0	-0.2	/	-0.9	-16	6	0	1.2
CCCS(=O)(=O)NC(=O)C1(C)CCN(C(=O)c2cc(F)cc(F)c2)C1 (stereo not drawn)	9	i	-2	0.3	/	/	/	/	1	0.6
CN(C)CCCNC(=O)c1ccc(=O)[nH]n1	10	i	1	0.0	-6	0.6	-3	18	-7	1.0
CCN(CC)c1nc2n(c(=S)n1)CCS2	2	1.7	-1	-0.6	-7	-0.4	-6	30	1	/
Cc1ccccc1C(=O)NC1CC2CCCC(C1)N2C(=O)Nc1ccccc1 (stereo not drawn)	2	-0.4	-1	0.1	-1	-1.0	-19	5	-10	-0.1
Cc1ccc(OCC(=O)Nc2cccc(S(=O)(=O)NC3=NCCCCC3)c2)cc1C	39	i	1	0.6	-4	0.7	7	24	15	1.7
CCOc1ccc(N(C)S(=O)(=O)c2ccc3[nH]cc(C(=O)NCCCOC)c(=O)c3c2)cc1	6	-0.5	2	0.0	2	3.0	-2	/	-8	0.1

An excerpt from above in order of molecular weight, largest number first:
SMILES	Y pestis TopoI	Vc quorum ag	Anthrax LF inh2	BoNT-A LC inh2	SARS 3CLpro inh	PfHsp40 rescue	PriA SSB inh	DUSP3 inh	CCHF vOTU inh	TcdB inh
CC(C)(C)n1nc2c(c1NC(=O)c1ccccc1S(=O)(=O)C(F)F)CS(=O)(=O)C2	3	i	-5	1.5	-4	-0.8	-7&-12	5	-2	-1.7
Cc1ccc(S(=O)(=O)N2CCN(C(=O)c3sccc3-c3ccccc3)CC2)cc1	19	-1.0	1	-0.8	7	1.3	5	26	4	1.5
CCCNC(=O)C1(C)CCN(Cc2ccc(-n3ccnc3)cc2)C1 (stereo not drawn)	2	0.1	-8	0.4	/	/	/	/	-3	1.0

Next part:
SMILES	Y pestis TopoI	Vc quorum ag	Anthrax LF inh2	BoNT-A LC inh2	SARS 3CLpro inh	PfHsp40 rescue	PriA SSB inh	DUSP3 inh	CCHF vOTU inh	TcdB inh
COc1ccc(CNC(=O)Cn2nc([N+](=O)[O-])c(Br)c2C)cc1	-3	i	0	-1.6	0	0.8	0	-13	5	1.3
COc1ccc(-c2csc3ncnc(NCCN4CCOCC4)c23)cc1	19	-0.9	2	0.5	-4	-0.1	-28	19	4	/
O=C(C(Sc1ccccc1)c1ccccc1)N1CCN(c2ccccc2F)CC1 (stereo not drawn)	55*	i	-5	-0.3	2	5.5	-28	-8	16	/
CCCC1=NN(C(=O)CCc2ccccc2O)C(O)(C(F)(F)F)C1 (stereo not drawn)	-8	-0.3	0	-0.5	6	1.4	-6	30	4	0.8
CCOC(=O)c1ccccc1NC1c2ccccc2C(=O)N1c1ccc(C)cn1 (stereo not drawn)	-9	-0.1	-2	-0.6	-1	0.9	-9	16	-3	1.5
CC(=O)OC1c2ccccc2C(=O)N1c1ccccc1C (stereo not drawn)	0	-1.0	-2	-0.5	0	-0.8	-5	21	2	1.2
Cc1nc2ccc(S(=O)(=O)N(C)CC(=O)NCc3ccc4c(c3)OCO4)cc2s1	-4	i	1	0.3	6	-1.3	-10	29	-6	/
CN(c1ccccc1)S(=O)(=O)c1ccc(NC(=O)CC(=O)c2ccccc2)cc1	3	i	7	0.1	/	0.3	-8	/	6	0.7
COCCNC(=O)CCc1nnc(Cc2ccc(-c3ccccc3)cc2)o1	4	-0.5	-4	0.3	4	-0.5	-8	22	4	1.0
O=C(Nc1nc2ccc(Br)cc2s1)c1ccco1	-7	i	-11	-3.6	-4	-1.3	1	6	9	2.6
O=S(=O)(c1ccc(-c2cc(C(F)(F)F)on2)s1)N1CCCC1	-2	-0.5	19	?	7	1.5	2	5	-4	1.0
NC1=NC(=O)C(CC(=O)c2ccc(Cl)cc2)S1 (stereo not drawn)	5	-0.3	-3	0.1	-4	-0.2	-11	21	4	1.2
Cc1ccc(C)c(OC(=O)c2cccnc2)c1	2	-0.7	18	5.9	2	-0.8	-12	-20	/	/
CCCCn1c(-c2ccccc2)nnc1-c1ccccc1	-3	i	3	0.8	4	1.3	-8	-15	10	/
C/C(N)=C(/C#N)C(=O)COC(=O)CCC1CCCC1	-1	i	-3	0.4	-2	2.3	-13	-7	-5	/
COc1ccccc1NC(=O)C[n+]1ccccc1C	3	-0.7	-7	-6.0	-2	0.1	-11	4	0	0.2
COc1ccc(OCc2cccc(C(=O)Nc3ccc(CN4CCCCC4)cc3)c2)cc1	-13	-0.3	0	0.7	-6	-1.8	-15	26	-11	-0.3
Cc1nn(Cc2ccc(F)cc2)c(C)c1NC(=O)c1nn(C)cc1Cl	0	1.8	-3	-0.5	-3	0.8	-21	4	4	/
CCCCCCSc1ccc([C@H]2N[C@@](CC(C)C)(C(=O)OC)[C@H]3C(=O)N(CC)C(=O)[C@@H]23)cc1	6	-5.2	6	-0.4	/	-1.0	-2	/	24	-1.7

This is a subset, so the mix of outcomes need not match the whole.
